A549 tox: kills or reduces viability of A549 cells in Nrf2 counter-screen; A549 ARE-Fluc cells, CellTiter-Fluor viability, 18-24 h; Potency, µM (titrated, usually from 46 µM), without a hit: at the highest dose activity change, negative = cytotoxicity, most hits filed as inhibitors; hit rate 0.16% among 390,000; AID 504648; also: potency is read from the fitted curve at half-maximal effect; % is scaled to controls: 0 for no effect and ±100 for the full control effect
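Cytotoxicity counterscreen: CellTiter-Fluor fluorescence was measured in A549 ARE_Fluc cells after 18-24 h of compound exposure in a concentration series. The subsequent BugLite luminescent read reports ARE-luciferase activity.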
EPAC2 agonist: activates human EPAC2 exchange factor; Q8WZA2; EPAC2 activation, biochemical qHTS; response scale: 100% = 6.5 mM cAMP response; Potency, µM (series often up to 154 µM), for inactives: at the top dose activation, hits mostly activators; hit rate 0.079% among 360,000; also: potency is read from the fitted curve at half-maximal effect; nearly all actives have a fitted effect of over 50% in size
Target sequence (Q8WZA2 whole entry, looked up): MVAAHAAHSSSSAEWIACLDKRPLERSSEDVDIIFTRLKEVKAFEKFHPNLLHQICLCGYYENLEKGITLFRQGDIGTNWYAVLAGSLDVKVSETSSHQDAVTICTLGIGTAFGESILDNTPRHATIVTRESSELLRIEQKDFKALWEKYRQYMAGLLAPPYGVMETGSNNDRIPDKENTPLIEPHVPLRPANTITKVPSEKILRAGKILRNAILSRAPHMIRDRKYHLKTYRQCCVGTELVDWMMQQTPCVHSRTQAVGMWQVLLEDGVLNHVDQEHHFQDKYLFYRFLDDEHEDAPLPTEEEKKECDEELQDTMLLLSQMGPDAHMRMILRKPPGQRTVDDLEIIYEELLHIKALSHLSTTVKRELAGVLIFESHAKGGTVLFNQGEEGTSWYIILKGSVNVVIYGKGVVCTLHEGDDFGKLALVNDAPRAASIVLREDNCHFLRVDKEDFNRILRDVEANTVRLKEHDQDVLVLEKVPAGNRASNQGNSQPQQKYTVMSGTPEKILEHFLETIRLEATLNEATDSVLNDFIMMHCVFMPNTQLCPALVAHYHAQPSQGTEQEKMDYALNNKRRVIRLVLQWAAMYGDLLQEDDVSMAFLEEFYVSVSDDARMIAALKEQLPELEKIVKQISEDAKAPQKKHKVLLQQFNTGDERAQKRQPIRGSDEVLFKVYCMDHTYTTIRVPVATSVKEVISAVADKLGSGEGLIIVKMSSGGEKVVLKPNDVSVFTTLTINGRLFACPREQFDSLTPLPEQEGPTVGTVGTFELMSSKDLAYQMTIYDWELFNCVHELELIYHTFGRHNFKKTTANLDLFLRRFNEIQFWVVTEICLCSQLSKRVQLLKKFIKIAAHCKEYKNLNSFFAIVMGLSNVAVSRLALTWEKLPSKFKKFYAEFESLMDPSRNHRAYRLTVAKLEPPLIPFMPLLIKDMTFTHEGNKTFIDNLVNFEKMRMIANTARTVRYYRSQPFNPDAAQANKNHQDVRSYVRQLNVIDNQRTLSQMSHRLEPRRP
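Compounds were titrated in qHTS against a Rap1B-BODIPY-GDP (250 nM) complex with EPAC2 (100 nM) and GDP (50 uM). BODIPY-GDP release tracked at 480/540 nm over 30 min at room temperature, normalized to 6.5 mM cAMP.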
Nrf2 activator: activators of Nrf2 (ARE) signaling; AREc32 ARE-luciferase reporter (MCF7-derived line), luminescence, 24 h; Potency, µM (series often up to 46.1 µM), without a hit: at the highest dose activation, usual class: activators; hit rate 0.31% among 410,000; AID 624171; also: potency is read from the fitted curve at half-maximal effect; % of control where 0% means no effect; nearly all actives have a fitted effect of over 65% in size
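Cells of the AREc32 ARE-luciferase line are plated in OPTI-MEM containing 5% FBS and left overnight at 37 deg C. Compounds are pinned in, incubation continues 24 hr, and firefly luciferase signal is then measured.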
MmCpn inh: M. maripaludis TRiC chaperonin inhibition | purified Mm-Cpn ATPase, ADP Transcreener TR-FRET | hit rate 0.031% among 330,000 | AID 504842 | Potency, µM (series often up to 76.9 µM), without a hit: at the highest dose activity, negative = inhibition, usual class: inhibitors; also: potency is read from the fitted curve at half-maximal effect; % is scaled to controls: 0 for no effect and ±100 for the full control effect; nearly all actives have a fitted effect of over 80% in size
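Eu-cryptate anti-ADP/ADP-d2 competition gives a ratio inversely related to ADP. Enzyme at 25 nM was pre-exposed to compound for 10 min, then given 10 uM ATP for 30 min, 37°C throughout.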
Akt phos inh: inhibitors of Akt phosphorylation; Neuro2A IGF-stimulated pAkt S473 HTRF, 20 min; stronger effect = lower value; hit rate 0.32% among 360,000; activity change, % for hits at 50 µM; in the data active = activity change below about -80%; inconclusive = mostly about -51% to -80%; also: % is scaled to controls: 0 for no effect and ±100 for the full control effect
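Neuro2A cells (4,500/well, DMEM with 0.5% FBS) were treated with compound at a single 50 µM final concentration, stimulated with 6 nM IGF for 20 min at 37 °C, and lysed. Phospho-Akt Ser473 was read by HTRF as 665/615 ratio ×10^4.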
TGFb SMAD3 inh: inhibitors of TGF-b signaling; HepG2 CAGA-GFP TGF-b/SMAD3 reporter, GFP fluorescence, 18 h; TGF-beta stimulated, 500 pg/mL final; Potency, µM (series often up to 46.1 µM), without a hit: top-dose activity, negative = inhibition, most hits filed as inhibitors; hit rate 1.2% among 410,000; also: potency is read from the fitted curve at half-maximal effect; % is scaled to controls: 0 for no effect and ±100 for the full control effect; nearly all actives have a fitted effect of over 65% in size
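Inhibition of TGF-beta-driven CAGA-GFP reporter expression in HEPG2 cells is measured by cellular GFP fluorescence after 18 h stimulation with 500 pg/mL recombinant TGF-beta in 1% FBS medium at 37 degrees C.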
CCT modulator: modulators of cytosolic chaperonin (CCT/TRiC) activity | hit rate 0.3% among 360,000 | purified chaperonin ATPase assay, HTRF ADP detection, 30 min | activity change, % (no concentration beside the values), hits read low; in the data active = activity change below about -30%; also: % is scaled to controls: 0 for no effect and ±100 for the full control effect
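TRiC at 40 or 20 nM final (batch-dependent) in 30 mM Tris pH 7.4, 100 mM KCl, 5 mM MgCl2, 1 mM DTT, with compound at single 76 uM and 10 uM ATP, 30 min at 37 deg C. ADP detected by HTRF Transcreener, 665/615 ratio.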
Nrf2 inh: inhibitors of Nrf2 signaling. A549 ARE-Fluc reporter, luciferase luminescence, 18-24 h. Potency, µM (doses to about 46 µM), without a hit: top-dose activity change, negative = inhibition, usual class: inhibitors. hit rate 2.1% among 360,000. AID 504444; also: potency is read from the fitted curve at half-maximal effect; % is scaled to controls: 0 for no effect and ±100 for the full control effect; nearly all actives have a fitted effect of over 60% in size
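A549 ARE_Fluc cells (5000/well, 5% FBS OPTI-MEM) pre-incubated 2 h, then treated with compounds 18-24 h at 37C/5% CO2 in concentration-response. CellTiter-Fluor viability read first; BugLite luciferase luminescence after 15 min at room temperature gives Nrf2 activity.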
EPAC2 antag: blocks human EPAC2 exchange factor. Potency, µM (top dose mostly 114 µM), for the others: at the highest dose activity, negative = inhibition, actives largely listed as inhibitors. Q8WZA2. EPAC2 GEF exchange of Rap1B-BODIPY-GDP, fluorescence. hit rate 0.18% among 360,000. AID 720708; also: potency is read from the fitted curve at half-maximal effect; % is scaled to controls: 0 for no effect and ±100 for the full control effect; nearly all actives have a fitted effect of over 45% in size; many of its hits are not listed in these tables
Active calls of the source: *; i = inactive; ? = inconclusive; . = no result given; [ ] = dose if it differs, or a comment. Unless noted, calls follow the shape of the dose curve; as a rule, active = well fitted curve in the direction sought with a large enough effect; inconclusive = small, poorly fitted or top-dose-only effect, or another doubt; inactive = no such curve, though single readings can be large; an effect the other way counts as inactive or inconclusive. This is a subset; rates above refer to the full screens.

SMILES | A549 tox | EPAC2 agonist | Nrf2 activator | MmCpn inh | Akt phos inh | TGFb SMAD3 inh | CCT modulator | Nrf2 inh | EPAC2 antag
O=C(NCCc1csc(-c2cccnc2)n1)c1ccc(Br)o1 | 13% | -1% | 0.4% | -2% | i | 8% | -0.4 | -21% | 22%
O=C(OCC(=O)N1CCCC1)c1c[nH]c2ccccc12 | 4% | 3% | 1.9% | 3% | i | 18% | -10.0 | 8% | 4%
CC(=O)Nc1c2c(nn1-c1ccc(C)cc1C)CS(=O)C2 (stereo not drawn) | 1% | 10% | 0.1% | -1% | i | -11% | -3.6 | -5% | 2%
O=C(CCCSc1nc2ccccc2[nH]1)NCc1ccccc1Cl | 15% | -10% | -0.4%[9.22 µM] | 1% | i | -6% | 0.0 | 11% | 0%
COc1cc(/C=C/C(=O)OCC(=O)NCCN2C(=O)CSC2=O)ccc1OC(F)F | 1% | 6% | 2.8% | 1% | i | 8% | 0.9 | -13% | 10%
CC(=O)c1cccc(CN2CCC(CO)(CCOc3ccccc3)CC2)c1 | 0% | 11% | -0.8% | 0% | i | 18% | -3.9 | 2% | 7%
CC(=O)C1=C(C)NC(C)=C(C(C)=O)C1c1cccs1 | -7% | 4% | 0.0% | 1% | i | -5% | 0.2 | . | 10%
Cc1ccsc1/C=N/Nc1ncc(Cl)cc1Cl | ? | 13% | 2.6% | -1% | i | ? | 0.7 | . | 7%
COc1cc(/C=C/C(=O)OCC(=O)NC(=O)NC2CCCCC2C)ccc1OC(F)F (stereo not drawn) | 11% | -12% | -0.1% | 1% | i | ? | 0.0 | 8% | 1%
O=[N+]([O-])c1ccc(N2CCN(C(=S)Nc3ccc(F)cc3)CC2)cc1 | -17% | -5% | 0.5% | 2% | i | -25% | 1.8 | ? | -9%

Structural class, the entries above with a Cl atom (2)
SMILES | A549 tox | EPAC2 agonist | Nrf2 activator | MmCpn inh | Akt phos inh | TGFb SMAD3 inh | CCT modulator | Nrf2 inh | EPAC2 antag
O=C(CCCSc1nc2ccccc2[nH]1)NCc1ccccc1Cl | 15% | -10% | -0.4%[9.22 µM] | 1% | i | -6% | 0.0 | 11% | 0%
Cc1ccsc1/C=N/Nc1ncc(Cl)cc1Cl | ? | 13% | 2.6% | -1% | i | ? | 0.7 | . | 7%

Following part.
SMILES | A549 tox | EPAC2 agonist | Nrf2 activator | MmCpn inh | Akt phos inh | TGFb SMAD3 inh | CCT modulator | Nrf2 inh | EPAC2 antag
COc1ccc(CC(=O)Nc2ccc(S(=O)(=O)N3CCOCC3)cc2)cc1 | 1% | 6% | -0.2% | ? | i | 0% | -1.3 | ? | -4%
COc1ccc(C(=O)Nc2ccc(C(=O)NCCc3ccccc3)cc2)cc1 | -4% | 2% | 0.3% | -3% | i | ? | 0.5 | 1% | 10%
CCN(C(=O)c1cn(C)c(=O)c2cc(OC)c(OC)cc12)c1cc(OC)ccc1OC | -6% | -6% | 0.7% | 0% | i | 2% | 3.0 | 15% | 12%
CC1CN(C(=O)COC(=O)c2ccccc2O)CC(C)O1 (stereo not drawn) | 2% | 10% | 0.2% | 2% | i | 1% | 0.6 | 3% | 13%
COc1ccc(CCNC(=O)CC2Oc3ccc(Cl)cc3NC2=O)cc1OC (stereo not drawn) | -1% | 3% | -0.5% | 2% | i | 9% | 0.7 | -1% | 1%
CCc1nccn1Cc1cc(C=O)ccc1OC | 0% | -3% | -0.5% | 3% | i | 8% | -0.1 | 3% | 20%
CCN(C(=O)COC(=O)c1cn(-c2ccccc2)nc1-c1ccccc1)C1CCS(=O)(=O)C1 (stereo not drawn) | 2% | 11% | 2.5% | 1% | i | -7% | -2.0 | -5% | 1%
O=C(NCc1ccccc1)C1CCCN(S(=O)(=O)c2ccc(F)cc2)C1 (stereo not drawn) | 0% | -1% | 0.5% | 0% | i | 10% | -3.9 | 6% | 1%
Cc1ccc2c(c1)c(C1=NC(=S)NC1=O)c(O)n2C | -12% | -1% | ? | -1% | i | 0% | 0.9 | -3% | -24%
CC1CCCCC1NC(=O)Cn1cccc1C(=O)c1ccccc1 (stereo not drawn) | 6% | 0% | -0.8% | 2% | i | 7% | -3.0 | 16% | 6%
CCc1nc2ccc(C(=O)NCCc3ccccn3)cn2c1N(CCC(C)C)CCN(C)C | . | 9% | 0.4% | . | i | 0% | -0.6 | . | 6%
O=C(CCS(=O)(=O)c1cc(Br)cc2c1N(C(=O)C1CC1)CC2)Nc1ccc(F)cc1 | 0% | . | -1.3% | . | . | -15% | . | 9% | .
COc1cc(C(=O)O[C@H]2C/C(C)=C/CC[C@@]3(C)O[C@@H]3[C@H](O)[C@@H]2C(C)C)cc(OC)c1OC | ? | -6% | 0.1% | 0% | i | -21% | -0.9 | ? | ?
O=C(CCC(=O)NC1CCCCCCC1)Nc1nnc(C(F)(F)F)s1 | -3% | 3% | 0.0% | 0% | i | 2% | -1.0 | -16% | -3%
Cc1cc(NCc2ccncc2)ccc1Br | 7% | 2% | 3.1% | -2% | i | -13% | 0.5 | 11% | -3%
Cc1ccc(C(=O)N2c3ccc(F)cc3CCC2C)o1 (stereo not drawn) | -2% | 2% | -0.1% | -1% | i | -6% | 1.2 | -14% | 4%
COCCn1c(SCC(=O)Nc2cc(C)on2)nc2c(c1=O)SC(C)C2 (stereo not drawn) | -11% | -2% | -0.6% | 1% | i | 6% | -1.4 | -12% | -5%
CC(C)OC(=O)CSc1nc2cc3c(cc2cc1C#N)OCO3 | 0% | -3% | 4.7% | -2% | -97%* | 10% | 1.8 | -27% | -16%
CCC(C(=O)NCc1ccc(F)cc1)N(Cc1ccco1)C(=O)c1snc(C(N)=O)c1N (stereo not drawn) | -5% | 3% | 0.1% | 1% | i | -13% | -1.0 | 0% | -1%
COc1ccccc1C(=O)N1C(CC(=O)Nc2cc(Cl)ccc2C)C(=O)NC2CCCCC21 (stereo not drawn) | 1% | 0% | -0.4% | 2% | i | -7% | 3.4 | -10% | 8%
CC(C)C(=O)NC(c1ccc(Cl)cc1Cl)c1ccc2cccnc2c1O (stereo not drawn) | ? | -1% | 3.8% | -1% | i | ? | 1.2 | 13µM* | ?
Cc1nc2ccc(C(=O)NCCCN3CCCC3=O)cn2c1N(C)C(=O)CCc1ccccc1 | . | 11% | -0.7% | . | i | -6% | 1.8 | . | 3%
C=CCn1c(=S)[nH]c2ccccc2c1=O | 1% | -4% | 0.0% | -1% | i | -25% | 0.9 | -12% | 3%
O=S(=O)(NCC1CCCO1)c1ccc2ccccc2c1 (stereo not drawn) | -3% | 12% | -0.1% | 0% | i | -2% | -2.4 | -19% | -1%
Cc1ccccc1/C=C1\OC(=O)c2ccccc21 | 0% | -6% | 4.5% | 0% | i | 2% | -2.6 | . | -1%
Cc1ccc(Cl)cc1-c1cc(C(=O)NCc2cccc(Cl)c2)[nH]n1 | . | 9% | -0.4% | . | i | ? | -1.5 | . | 13%
O=C(/C=C/c1ccccc1[N+](=O)[O-])NCCCn1ccnc1 | 1% | 1% | -0.1% | 2% | i | 0% | 4.0 | 0% | 9%
O=C(CCCN1C(=O)/C(=C\c2ccco2)SC1=S)Nc1ccc2ccccc2c1 | -7% | -1% | 0.5% | 1% | i | -12% | -0.1 | ? | 12%
CCC(C)n1c(NC(=O)c2ccccc2)c(C#N)c2nc3ccccc3nc21 (stereo not drawn) | -22% | -5% | -0.1% | -13% | i | ? | 1.4 | . | ?
Cc1ccc(S(=O)(=O)NNC(=O)c2cc(C)cs2)cc1 | -5% | 10% | -0.6% | 0% | i | 5% | -1.8 | -5% | -3%
CCC(=O)N1CC2(CC(c3cccc(NC(=O)CC(c4ccccc4)c4ccccc4)c3)=NO2)C[C@H]1C(N)=O (stereo partly drawn) | -1% | 4% | -0.4% | -2% | i | -5% | -1.2 | 7% | -2%
CC(NC(=O)CSc1ncccn1)c1ccccc1 (stereo not drawn) | 3% | 3% | -0.7% | 1% | i | -3% | -0.5 | 4% | 10%
CC(=O)Nc1ccc(NC(=O)C2CCCN(S(=O)(=O)c3ccc(Cl)cc3)C2)cc1 (stereo not drawn) | -2% | -6% | 0.2% | -7% | i | 4% | 0.1 | 10% | 5%
CC(C)(C)OC(=O)N1CCC(Cc2cc(-c3cccnc3)no2)(C(=O)O)CC1 | -1% | 1% | 0.1% | 0% | i | 0% | -1.8 | 14% | 8%
CCOc1ccc(N(CCCCO)C(=S)NC(=O)c2ccc(C)c(Br)c2)cc1 | -5% | 13% | -0.2% | -3% | i | -5% | -1.1 | 11% | -18%
OC(COc1ccccc1)CN1CCN(CC(O)COc2ccccc2)CC1 (stereo not drawn) | -2% | 9% | 0.4% | 1% | i | -9% | -2.2 | 2% | 0%
Cc1cccc(CSc2ccc3nnc(CCNS(=O)(=O)c4ccccc4)n3n2)c1 | -4% | . | 3.6% | . | . | -2% | . | -27% | .
O=S(=O)(NCCC1CC1(Cl)Cl)c1ccccc1 (stereo not drawn) | -1% | 7% | -0.5% | 2% | i | 0% | -0.7 | -10% | -10%
CCCn1nnc(NC(=O)C(c2ccccc2)c2ccccc2)n1 | 3% | 2% | -0.9% | -1% | i | 3% | -0.6 | 12% | 2%
N=c1sccn1CC(=O)Nc1cc(Cl)ccc1[N+](=O)[O-] | -2% | 11% | -0.1% | 2% | i | 1% | -0.4 | -1% | 6%

Akt phos inh, what is marked active above.
Molecule,Nrf2 activator,MmCpn inh,Akt phos inh,TGFb SMAD3 inh,CCT modulator,EPAC2 antag
CC(C)OC(=O)CSc1nc2cc3c(cc2cc1C#N)OCO3,4.7%,-2%,-97%*,10%,1.8,-16%

Source: PubChem BioAssay
